XIAP antagonists = small molecules displacing peptide from XIAP – biochemical, IAP family, fluorescence polarization (AID 1018); displacement, % at 20 µM; hits with a dose series show IC50 in µM; actives 0.007% (n = 200,000); XIAP BIR domain, fluorescence polarization peptide displacement; higher % means a stronger effect; in the data active = displacement above about 50%; also: a part of the inactive calls stands beside numbers as strong as those of hits
PMI inhibition = MPI inhibition at elevated mannose 6-phosphate – biochemical, fluorescence intensity, high mannose 6-phosphate, primary screen (AID 1220); actives 0.66% (n = 190,000); inhibition, % at 20 µM, or IC50 in µM where a hit was titrated; recombinant PMI enzyme, coupled fluorescence intensity; higher % means a stronger effect
NOD1 inhibition = NOD1 signaling inhibitors, primary screen, cell-based, luminescence, uHTS (AID 1578); actives 1% (n = 290,000); inhibition, % at 4 µM; hits with a dose series show EC50 in µM; NOD1-driven NF-kB luciferase reporter cells, luminescence; higher % means a stronger effect; in the data active = inhibition mostly above about 36%, no sharp cut-off; inactive = mostly below about 34%;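 also: HEK-293T reporter cells stimulated with the NOD1 agonist gamma-tri-DAP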
human PMI inhibition = MPI enzyme activity inhibition – biochemical, fluorescence intensity, coupled assay, primary screen (AID 1209) | actives 0.42% (n = 190,000) | purified PMI enzyme, coupled fluorescence intensity; higher % means a stronger effect | inhibition, % at 20 µM; hits with a dose series show IC50 in µM;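 also: plate controls were DMSO vehicle for no effect and wells lacking substrate for full effect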
LYP phosphatase = PTPN22 lymphoid phosphatase activity blockers – biochemical, fluorescence intensity, uHTS (AID 1779); recombinant LYP phosphatase, fluorescence intensity; higher % means a stronger effect; inhibition, % at 11.5 µM; hits with a dose series show IC50 in µM; actives 0.054% (n = 290,000);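 also: plate controls were vehicle with enzyme for no effect and no enzyme for full effect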
KOR beta-arrestin-1 = KOR antagonists, beta-arrestin recruitment, cell-based, luminescence, uHTS (AID 1778); KOR beta-arrestin recruitment, luminescence, antagonist mode; higher % means a stronger effect; inhibition, % at 10 µM, or IC50 in µM where a hit was titrated; actives 0.091% (n = 290,000); also: strong numbers were not always called active
KOR beta-arrestin-2 = kappa opioid receptor activators – cell-based, luminescence, uHTS, primary screen (AID 1777); KOR beta-arrestin recruitment, luminescence; higher % means a stronger effect; activation, % at 10 µM, or EC50 in µM where a hit was titrated; actives 0.02% (n = 280,000); in the data active = activation above about 50%, passing the limit was not always enough; also: a part of the inactive calls stands beside numbers as strong as those of hits
NOD2 inhibition = inhibition of NOD2-driven NF-kB reporter – cell-based, luminescence, uHTS, HEK293 (AID 1566) | actives 0.63% (n = 290,000) | inhibition, % at 4 µM, or EC50 in µM where a hit was titrated | HEK293 NOD2/NF-kB luciferase reporter, luminescence; higher % means a stronger effect; also: many of its hits are not listed in these tables
TNAP activation fold = stimulation of alkaline phosphatase TNAP activity – biochemical, luminescent, no phosphate acceptor, uHTS, primary screen (AID 1001). actives 0.03% (n = 200,000). purified TNAP, luminescent activation assay, no phosphate acceptor; higher activation fold means a stronger effect. one-dose activation fold at 20 µM; EC50 in µM for titrated hits; in the data active = activation fold from about 3, or a potency from the dose series; inactive = the rest, 99 in 100 with activation fold below about 1.6; also: many of its hits are not listed in these tables
Active calls of the source: *; / = not tested or not shown; & = joins results of further samples; [ ] = another dose, or the depositor's remark. Rule as the data show it, unless noted: active = inhibition above about 50%; inactive = the rest. Not all compounds are listed; rates above refer to the full screens.

SMILES | XIAP antagonists | PMI inhibition | NOD1 inhibition | human PMI inhibition | LYP phosphatase | KOR beta-arrestin-1 | KOR beta-arrestin-2 | NOD2 inhibition | TNAP activation fold
Nc1c(C(=O)Nc2ccccc2)c2nc3ccccc3nc2n1CCCN1CCOCC1 | / | / | -11% | / | -8% | -8% | 1.4% | 1% | /
O=C1CCCc2oc3c(cc(NS(=O)(=O)c4ccc5c6c(cccc46)C(=O)N5)c4ccccc43)c21 | / | / | -2% | / | -2% | 11% | -0.9% | -15% | /
COc1ccccc1N/N=C/c1ccc2c(c1)OCO2 | -4.9% | -128% | -28% | -45% | 7% | 10% | 3.3% | -18% | 1.1
COC(=O)C(C)n1cnc2c(cnn2-c2ccc(Cl)cc2)c1=O (stereo not given) | -2.6% | 10% | -51% | 7% | -1% | -5% | 0.5% | -29% | 1.1
Cc1ccc(CN(C)C(=O)c2ccccc2Oc2ccccc2)o1 | -0.8% | 10% | 14% | 12% | -5% | 1% | 1.3% | 10% | 1.1
Cc1ccc(C2=NN(C(=O)CN3C(=O)c4ccccc4S3(=O)=O)C(c3ccco3)C2)cc1 (stereo not given) | -3.5% | 7% | -22% | 2% | 6% | -48% | -3.2% | 14% | 1.2
Cc1ccccc1C(=O)Nn1cnnc1 | / | / | -24% | / | -10% | -37%[20 µM] | -2.0% | -6% | /
O=C(c1cc(-c2ccc(Cl)cc2)on1)N1CCN(c2ccc(F)cc2)CC1 | / | / | -38% | / | 1% | -6% | -1.2% | 1% | /
O=C(O)CCC(=O)NNC(=O)c1cccc(Cl)c1 | -3.1% | -5% | -7% | -2% | -4% | 20% | 1.1% | 6% | 0.9
COc1ccc(/C=N/NC(=O)c2ccc(Br)cc2)cc1CN1CCOCC1 | / | / | -7% | / | 5% | 23% | -3.6% | 9% | /
Cc1ccc(N2C(=N)SCC2=O)cc1Cl | -29% | -4% | -4% | -2% | -12% | 12% | -1.1% | 17% | 0.8
COc1ccc(NC(=O)CSc2nnc(CNC(=O)c3ccco3)o2)cc1 | -6.5% | 0% | -14% | 1% | -5% | -14% | -2.9% | 4% | 1
COC(=O)c1ccc2nc(NC(=O)CCS(=O)(=O)c3ccccc3)sc2c1 | / | / | 16% | / | -7% | -7% | -0.8% | 1% | /
CCOc1ccc(NC(=O)c2ccccc2NC(=O)CN(C)CC(=O)Nc2ccc(C)cc2)cc1 | -5.6% | 3% | -17% | -1% | -2% | 15% | 0.7% | 14% | 0.9
CC(C)OC(=O)/C(=C/c1ccc2c(c1)c1ccccc1n2C)NC(=O)c1ccccc1 | -13% | 11% | -22% | 18% | 8% | -10% | -3.1% | -72% | 0.9
CCCc1nc(SCC(=O)NC2CC2)c2c(C)c(C)sc2n1 | / | / | 9% | / | -4% | 0% | 0.7% | 33% | /
Cc1nc([N+](=O)[O-])cn1CCCCN1C(=O)c2ccccc2C1=O | / | / | -29% | / | -8% | -30%[20 µM] | -0.6% | 4% | /
O=C(CSc1nnc(CNc2ccc(F)cc2)o1)c1ccccc1 | 1.4% | / | -32% | / | 0% | -18%[20 µM] | / | 4% | 1.1
CC(=O)NC(CC(=O)OC(C)C(=O)Nc1ncc(Cl)cc1Cl)c1ccccc1 (stereo not given) | / | / | -17% | / | -7% | 8% | 14% | -1% | /
COc1cccc(/C=N/NC(=O)CCc2n[nH]c(=O)[nH]c2=O)c1O | -8.7% | -27% | 20% | -2% | -6% | -51% | -0.2% | -4% | 2
Brc1cccc(CNCCCN2CCOCC2)c1 | -1.3% | -17% | -7% | -15% | -5% | -44%[20 µM] | 4.4% | 14% | 1.1
Cc1oc(C)c(C(=O)O)c1COc1ccc(C(=O)O)cc1 | -7.6% | -10% | -2% | -5% | -4% | 1% | 3.7% | 0% | 1.1
O=[N+]([O-])c1cccn2cc(-c3ccc(Br)cc3)nc12 | -7.8% | 3% | -6% | -11% | -11% | -27% | -3.0% | -78% | 1
Cc1ccc([N+](=O)[O-])cc1NC(=O)CCCOc1ccccc1 | -6.4% | 6% | 0% | 4% | -5% | 16% | 0.5% | 8% | 1.1
O=C(O)c1ncc(Cl)c(Cl)c1Cl | / | / | -8%&-1% | / | -5%&-6% | 2%&42% | 0.3%&-0.1% | 12%&22% | /
COC(=O)c1cc2c(ccn2-c2ccc(F)cc2)n1Cc1cccc(OC)c1 | -1.0% | 9% | -8% | 20% | 1% | 16% | -5.3% | 5% | 1.1
CN1CCN(CCCNC(=O)C2CC(=O)N(C3CCCCC3)C2)CC1 (stereo not given) | -4.1% | 9% | -12% | 10% | -3% | -24% | -3.6% | 4% | 1.1
COc1ccccc1C(=O)N1CCN(C(=O)Cc2ccccc2)CC1 | / | / | -15% | / | -10% | -11% | -4.5% | 0% | /
CCOCCCn1c(=S)[nH]c2cc(C(=O)NCCCN(CC)CC)ccc2c1=O | -3.6% | 4% | -11% | -9% | -2% | -15% | 9.4% | 5% | 1
O=C(O)c1ccc(S(=O)(=O)c2ccc3c(c2)C(=O)N(NC(=O)c2ccccc2)C3=O)cc1 | -1.1% | -23% | -18% | -24% | -3% | -19% | -0.8% | 4% | 1.2
CCn1c(=O)c(C(=O)NCc2ccc3c(c2)OCO3)c(O)c2ccccc21 | / | / | 6% | / | -9% | -15%[20 µM] | -2.3% | 11% | /
Cc1ccc2nc(N(CCCN(C)C)C(=O)c3ccco3)sc2c1 | -1.3% | -10% | -29% | -17% | -2% | -26% | 0.6% | -27% | 1
CC(C)Oc1nc(-c2ccc(Cl)cc2)nc2ccccc12 | / | / | 5% | / | -11% | 21% | -1.5% | -2% | /
O=C(Nc1cccc(Cl)c1)Nc1c[nH]c(=O)[nH]c1=O | / | / | 15% | / | -6% | -16% | 3.5% | -2% | /
COCC(C)NC(=O)COCc1cc(-c2ccc3c(c2)OCO3)on1 (stereo not given) | / | / | -7% | / | -6% | 29% | -0.8% | 5% | /
Cc1ccc(NC(=O)C[n+]2ccccc2)cc1C | / | / | -32% | / | -8% | -5%[20 µM] | -1.3% | 12% | /

Structural class, those above containing an NH in an aromatic ring
SMILES | XIAP antagonists | PMI inhibition | NOD1 inhibition | human PMI inhibition | LYP phosphatase | KOR beta-arrestin-1 | KOR beta-arrestin-2 | NOD2 inhibition | TNAP activation fold
COc1cccc(/C=N/NC(=O)CCc2n[nH]c(=O)[nH]c2=O)c1O | -8.7% | -27% | 20% | -2% | -6% | -51% | -0.2% | -4% | 2
CCOCCCn1c(=S)[nH]c2cc(C(=O)NCCCN(CC)CC)ccc2c1=O | -3.6% | 4% | -11% | -9% | -2% | -15% | 9.4% | 5% | 1
O=C(Nc1cccc(Cl)c1)Nc1c[nH]c(=O)[nH]c1=O | / | / | 15% | / | -6% | -16% | 3.5% | -2% | /

More compounds.
SMILES | XIAP antagonists | PMI inhibition | NOD1 inhibition | human PMI inhibition | LYP phosphatase | KOR beta-arrestin-1 | KOR beta-arrestin-2 | NOD2 inhibition | TNAP activation fold
NS(=O)(=O)c1cccc(NC(=O)c2ccccc2NS(=O)(=O)c2ccc(F)cc2)c1 | / | / | -13% | / | -4% | -5% | -3.9% | 11% | /
Cc1ccc(-c2cnn(-c3ccccc3)c2N)cc1 | / | / | -6% | / | -6% | 21% | -4.7% | -100% | /
Cc1cccc(NCCC(=O)c2ccc([N+](=O)[O-])cc2)c1C | -3.6% | / | 10% | 76%* | -5% | 8%[20 µM] | -1.8% | -49% | 1.1
O=C(NCc1cccnc1)C1CCCN(S(=O)(=O)c2ccc(Br)cc2)C1 (stereo not given) | -5.7% | 11% | -22% | 10% | -5% | -47% | 4.2% | 9% | 1.1
Cc1ccc(OCC(O)Cn2c(NCCc3ccccc3)nc3c2c(=O)[nH]c(=O)n3C)cc1 (stereo not given) | -1.8% | 12% | -10% | 14% | 1% | 3% | -0.2% | 8% | 1
COc1ccc(OC)c2sc(Cl)nc12 | -8.5% | -10% | -36% | -2% | -4% | -10% | 1.9% | -11% | 1
CCOc1ccc(N(CC(=O)NC2CCCCC2)C(=O)CCC(=O)Nc2cc(C)ccn2)cc1 | / | / | -17% | / | -5% | -21% | -3.0% | -1% | /
O=S(=O)(NCc1cccnc1)c1ccc(Br)s1 | 0.2% | -1% | 20% | 0% | -10% | 7% | -7.7% | 9% | 1.1
O=C(CCCc1nc2ccccc2s1)NCc1ccc(F)cc1 | 0.3% | 2% | 3% | 1% | -4% | 7% | -1.3% | 9% | 1.1
S=C(NCCc1ccccc1)NCC(c1ccco1)N1CCCCC1 (stereo not given) | -4.4% | 3% | -16% | -5% | -1% | 9% | -0.8% | -16% | 1.1
Cc1cc(C)nc(NC2=NCC(=O)N2c2ccccc2)n1 | -9.5% | -8% | 1% | 2% | -2% | -43% | 5.2% | -3% | 1
COc1cc(OC)cc(C2C(C#N)=C(N)Oc3n[nH]c(-c4cccnc4)c32)c1 (stereo not given) | -4.8% | 12% | -1% | 16% | -3% | -11% | 0.9% | 1% | 0.9
CCOc1ccc(C(=O)NC(Cc2ccccc2)C(=O)OC)cc1 (stereo not given) | 0.3% | -7% | -16% | -6% | -8% | -25% | 6.9% | -12% | 1.1
COc1ccc(NC(=O)Cc2coc3cc(C)ccc23)cn1 | -3.3% | 49% | -21% | 11% | -5% | -26% | 2.9% | 0% | 1.1
COc1cc2c(cc1OC)C(C(=O)Nc1cccc(C)n1)C(c1cccnc1)N(C)C2=O (stereo not given) | -1.8% | 4% | -2% | 2% | -8% | -12% | -0.3% | 11% | 1.1
S=C(Nc1ccc(N2CCOCC2)cc1)Nc1ccc2snnc2c1 | -9.5% | 41% | -2% | 39% | -11% | 11% | -5.9% | 12% | 1
CCC(=O)NC(=S)Nc1ccccc1C(=O)OC | -20% | 5% | -23% | 20% | -8% | 21% | 12% | 11% | 1
O=C(CC1NC2CCCCC2NC1=O)Nc1ccc2c(c1)OCO2 (stereo not given) | -4.0% | -1% | -26% | 11% | 11% | 1% | 0.4% | -8% | 1.1
COc1ccc(-c2c3c([nH]c(=S)c2C#N)CCC3)cc1 | -2.8% | -112% | -10% | -57% | 5% | 7% | 1.1% | -8% | 1
COC(=O)COn1c(-n2nc(C)cc2C)nc2ccccc2c1=O | -6.5% | -11% | -12% | -10% | -8% | 5% | -6.1% | 22% | 1
Cc1cccc(NC(=O)c2cccnc2Cl)n1 | / | / | 23% | / | -10% | 17% | 0.9% | -4% | /
Cc1c(O)c2ccccc2oc1=O | / | / | -12% | / | -5% | -1% | 0.5% | 3% | /
Cc1ccc(N/C(N)=N/c2nc(CSc3ccc(C)cc3)cc(=O)[nH]2)cc1 | 1.1% | -2% | -21% | 6% | 9% | 9% | 8.8% | 16% | 1.2
O=C(CN1CCCC1)N1CCN(c2ccccc2)CC1 | -9.7% | 9% | -18% | 18% | -8% | -17% | 2.8% | 14% | 1.1
O=C(CCN1C(=O)C2C3C=CC(C3)C2C1=O)Nc1c(F)cccc1F (stereo not given) | -3.5% | 1% | 7% | 3% | 1% | -19% | 7.8% | 6% | 1.1
CCN(CC)C(=O)CSc1nnc(CNc2ccc(F)cc2)n1-c1ccccc1 | -1.8% | 5% | -8% | 6% | -9% | -14% | -6.4% | 12% | 1.1

Three compounds from above with just human PMI inhibition, KOR beta-arrestin-1 and KOR beta-arrestin-2:
SMILES	human PMI inhibition	KOR beta-arrestin-1	KOR beta-arrestin-2
O=C(CN1CCCC1)N1CCN(c2ccccc2)CC1	18%	-17%	2.8%
O=C(CCN1C(=O)C2C3C=CC(C3)C2C1=O)Nc1c(F)cccc1F (stereo not given)	3%	-19%	7.8%
CCN(CC)C(=O)CSc1nnc(CNc2ccc(F)cc2)n1-c1ccccc1	6%	-14%	-6.4%
